RGS7-Gao reg – RGS7-Galphao binding modulators, primary screen, biochemical, multiplexed bead flow cytometry. Guanine nucleotide-binding protein G(o) subunit alpha (Homo sapiens), P09471. actives lie on both sides. binding response (% of control), % at 10 µM. hit rate 0.35% among 220,000; in the data active = binding response below about 49% or above about 150%;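 note: fluorescent Galphao held in activated GDP-AlF4 state binding bead-coupled RGS7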
Target sequence (P09471 whole entry, looked up): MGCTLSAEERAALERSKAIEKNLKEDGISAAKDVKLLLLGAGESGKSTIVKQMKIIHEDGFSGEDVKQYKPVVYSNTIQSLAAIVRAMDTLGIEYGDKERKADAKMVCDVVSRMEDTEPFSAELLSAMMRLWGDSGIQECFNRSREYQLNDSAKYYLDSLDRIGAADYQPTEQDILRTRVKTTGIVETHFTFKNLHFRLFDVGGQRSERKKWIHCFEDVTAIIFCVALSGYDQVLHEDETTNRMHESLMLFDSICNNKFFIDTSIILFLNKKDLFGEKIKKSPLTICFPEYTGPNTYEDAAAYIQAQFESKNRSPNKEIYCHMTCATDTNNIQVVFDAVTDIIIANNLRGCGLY
RGS4-Gao reg – modulators of RGS4 binding to Galphao, primary screen, biochemical, multiplexed bead flow cytometry | binding response (% of control), % at 10 µM | actives lie on both sides | hit rate 0.33% among 220,000; in the data active = binding response below about 49% or above about 150%; inactive = in between;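 note: fluorescent Galphao activated with aluminum fluoride binding bead-coupled RGS4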
Bcl-B Bim block – inhibitors of Bim-Bcl-B binding, primary screen, biochemical, multiplexed, human Bcl-2 family; bead-based flow cytometry, Bim peptide-Bcl-B binding; inhibition, % at 10 µM; Bcl-2-like protein 10 (Homo sapiens), Q9HD36; hit rate 0.073% among 190,000;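 note: 0% = tracer peptide without compound and 100% = reference inhibitor peptide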
Bcl-2 Bim block – inhibitors of Bim-Bcl-2 binding, primary screen, biochemical, multiplexed, human Bcl-2 family; AID 950, 2007; Bead-based flow cytometry, Bim peptide-Bcl-2 binding; Apoptosis regulator Bcl-2 (Homo sapiens), P10415; hit rate 0.06% among 190,000; inhibition, % at 10 µM; in the data active = inhibition above about 40%;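 note: 0% = no compound wells with probe peptide and 100% = reference peptide inhibitor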
RGS8-Gao – RGS8-Galphao binding modulators, primary screen, biochemical, multiplexed bead flow cytometry; Guanine nucleotide-binding protein G(o) subunit alpha (Homo sapiens), P09471; actives lie on both sides; response (percent of control binding), % at 10 µM; hit rate 0.34% among 220,000; in the data active = response below about 60% or above about 140%; inactive = in between;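 note: Galphao activated as the GDP aluminium fluoride complex binding bead-coupled RGS8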
ABCB1 inh – ABCB1 efflux pump inhibitors, primary screen, cell-based, multiplex, flow cytometry, ABCG2 counter-screen; CCRF-Adr cells, JC-1 efflux; hit rate 0.067% among 190,000; inhibition, % at 6.6 µM; in the data active = inhibition above about 40%;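 note: 0% = vehicle and 100% = reference inhibitor; higher value means more JC-1 retained so stronger ABCB1 efflux block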
Bim-Bcl-XL – inhibitors of Bim-Bcl-XL binding, primary screen, biochemical, multiplexed, bead flow cytometry, human Bcl-XL. Bim peptide-Bcl-XL binding, fluorescence. inhibition, % at 10 µM. hit rate 0.04% among 190,000. AID 1007, 2008
Bim-Bfl-1 – inhibitors of Bim binding to Bfl-1, primary screen, biochemical, multiplexed, bead-based flow cytometry | Bcl-2-related protein A1 (Homo sapiens), Q16548 | Bim-Bfl-1 binding inhibition | inhibition, % at 10 µM | hit rate 0.12% among 190,000 | AID 1008, 2008;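 note: 0% = wells without compound plus tracer and 100% = blocker peptide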
Bim-Bcl-W – inhibitors of Bim binding to Bcl-W, primary screen, biochemical, multiplexed, bead-based flow cytometry | Bcl-2-like protein 2 (Homo sapiens), Q92843 | Bim peptide-Bcl-W binding | inhibition, % at 10 µM | hit rate 0.02% among 190,000;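 note: 0% = bound tracer without compound and 100% = peptide blocker; higher means less fluorescent Bim peptide bound to Bcl-W beads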
GSH bead fluor – compound fluorescence on glutathione beads, profiling panel, artefact control, biophysical, 488/530 nm, flow cytometry; GSH beads flow cytometry, compound fluorescence 488/530 nm; stronger effect = higher value; fluorescence (KMESF) at 10 µM; hit rate 0.25% among 190,000; AID 1776, 2009; in the data active = fluorescence above about 89;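 note: glutathione beads carrying GST-tagged Bcl family fusion proteins plus one bare bead set; values are compound well signal with DMSO vehicle wells as background; inactives centre near 16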
ABCG2 inh – ABCG2 efflux pump inhibitors, primary screen, multiplex with ABCB1, IgMXP3 cells, flow cytometry; Broad substrate specificity ATP-binding cassette transporter ABCG2 (Homo sapiens), Q9UNQ0; JC-1 efflux; inhibition, % at 6.6 µM; hit rate 0.1% among 190,000; AID 1325, 2008;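 active = inhibition above 80%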;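 note: 0% = DMSO and 100% = nicardipine control wells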
Target sequence (Q9UNQ0 whole entry, looked up): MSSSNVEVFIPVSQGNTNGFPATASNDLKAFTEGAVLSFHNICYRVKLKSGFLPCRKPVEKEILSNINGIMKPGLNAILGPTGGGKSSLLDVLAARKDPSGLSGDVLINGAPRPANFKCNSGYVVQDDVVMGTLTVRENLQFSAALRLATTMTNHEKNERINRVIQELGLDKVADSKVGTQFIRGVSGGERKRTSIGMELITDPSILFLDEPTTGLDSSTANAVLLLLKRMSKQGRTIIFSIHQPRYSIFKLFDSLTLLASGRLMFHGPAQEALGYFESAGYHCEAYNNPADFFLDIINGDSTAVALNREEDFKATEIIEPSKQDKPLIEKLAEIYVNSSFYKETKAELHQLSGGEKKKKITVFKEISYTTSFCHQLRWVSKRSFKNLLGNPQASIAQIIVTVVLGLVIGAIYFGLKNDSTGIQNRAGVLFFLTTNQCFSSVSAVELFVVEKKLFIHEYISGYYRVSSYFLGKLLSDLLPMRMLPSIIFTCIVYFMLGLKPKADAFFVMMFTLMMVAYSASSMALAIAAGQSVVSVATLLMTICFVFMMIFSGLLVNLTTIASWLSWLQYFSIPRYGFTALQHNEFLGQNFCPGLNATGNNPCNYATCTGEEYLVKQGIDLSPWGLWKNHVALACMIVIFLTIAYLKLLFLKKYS
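test system = two drug-resistant human cell lines, ABCG2 and ABCB1 | amount = 3 million cells/mL final, two lines in 1:1 ratio | reagent = JC-1 transporter substrate | doses = one concentration, 6.6 µM final | incubation = 10 min at 25 °C | signal = flow cytometric JC-1 green MFI at 530 nm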
Numbers without * were called inactive; . = no result given. Cut-off read from the data, not from the text of the source, unless noted: active = inhibition above about 40%. Outcome played no part in choosing rows; overall some 1.1% were active at least once.

SMILES	RGS7-Gao reg	RGS4-Gao reg	Bcl-B Bim block	Bcl-2 Bim block	RGS8-Gao	ABCB1 inh	Bim-Bcl-XL	Bim-Bfl-1	Bim-Bcl-W	GSH bead fluor	ABCG2 inh
FC(F)(F)c1cccc(NC(=S)NC2CCCC2)c1	102	100	-10	0	101	0.4	-7	-1	-5	7	15
COc1cc(/C=N/NC(=O)/C(=C\c2ccc3c(c2)OCO3)NC(=O)c2ccccc2)ccc1O	98	97	-11	-5	99	-0.5	-8	-10	-2	16	-4
CCOC(=O)c1cnc(SCC(=O)OC)nc1N	107	102	1	-2	103	0.1	0	-4	0	16	4
NS(=O)(=O)c1ccc(N/C=C\C(=O)c2ccc(F)cc2)cc1	103	98	-1	-1	100	0.2	0	-2	2	24	1
COC(=O)/C=C1/S/C(=N/NC(=O)c2ccccc2)NC1=O	96	97	-5	-5	94	0.7	-1	-4	-3	8	3
S=C(NCc1ccccc1)N1CCn2cccc2C1c1cccnc1 (stereo not given)	109	112	-3	-1	118	0.0	0	-3	-1	13	0
Cc1ccc(S(=O)(=O)C2(C(=O)Nc3cccnc3)CC2)cc1	104	100	-12	-11	102	0.5	-10	-12	-6	14	2
CCOc1ccccc1CN1CCC(CO)(CCOc2ccccc2)CC1	94	97	0	-8	101	0.1	-2	-5	0	8	0
Cc1cc(Cl)ccc1C(=O)C1CCCN(C(=O)c2ccc3ncccc3c2)C1 (stereo not given)	101	102	-4	0	101	0.2	-3	-5	-2	14	0
Cc1ccc(Cl)c(OCCCCN(C)Cc2ccccc2)c1	101	99	1	3	99	0.4	0	4	2	23	0
CN=C1S/C(=C\c2cn(CC(=O)OC)c3ccccc23)C(=O)N1C	92	95	1	-3	100	0.9	1	3	-1	11	2
COc1ccc(C)cc1S(=O)(=O)N1CCC(C(=O)N2CCOCC2)CC1	100	99	-5	-3	99	0.5	-2	-3	-1	8	-1

Record cards (already shown). Order of screens: RGS7-Gao reg, RGS4-Gao reg, Bcl-B Bim block, Bcl-2 Bim block, RGS8-Gao, ABCB1 inh, Bim-Bcl-XL, Bim-Bfl-1, Bim-Bcl-W, GSH bead fluor, ABCG2 inh
Cc1ccc(Cl)c(OCCCCN(C)Cc2ccccc2)c1 in the list: 101, 99, 1, 3, 99, 0.4, 0, 4, 2, 23, 0
S=C(NCc1ccccc1)N1CCn2cccc2C1c1cccnc1 (stereo not given) in the list: 109, 112, -3, -1, 118, 0.0, 0, -3, -1, 13, 0

(more compounds)
SMILES	RGS7-Gao reg	RGS4-Gao reg	Bcl-B Bim block	Bcl-2 Bim block	RGS8-Gao	ABCB1 inh	Bim-Bcl-XL	Bim-Bfl-1	Bim-Bcl-W	GSH bead fluor	ABCG2 inh
O=C(NCc1ccccn1)c1c(O)c2c([nH]c1=O)CCCC2	90	104	-8	-10	101	-0.1	0	-11	-2	34	0
CCCn1c(N)c(NCCN2CCOCC2)c(=O)[nH]c1=O	99	103	-8	-3	105	0.2	-5	-5	-1	13	0
CCN(CC(O)Cn1c2ccccc2c2ccccc21)S(=O)(=O)c1ccc(F)cc1 (stereo not given)	94	91	-12	-8	97	0.3	-4	-5	-1	36	1
Nc1cc(=O)[nH]c(SCC(=O)Nc2ccc(S(=O)(=O)N3CCCCC3)cc2)n1	95	98	-2	-2	104	-0.2	-1	-6	1	21	0
CC(N)C12CC3CC(C1)CC(C(C)N)(C3)C2 (stereo not given)	107	105	-12	-12	104	1.0	-12	-14	1	32	4
CC(=O)c1ccc(N2CCN(C(=S)Nc3cccc(Cl)c3)CC2)cc1	104	101	-13	-1	101	1.1	-4	1	-1	5	0
O=[N+]([O-])c1cccc(CN(CCO)Cc2ccccc2)c1	96	104	-7	-6	104	0.4	-6	-7	-7	39	5
CCn1c(Cc2ccccc2)nnc1SCC(=O)OC(C)C	99	105	-7	-9	100	-0.4	3	-9	5	41	1
CC(C)(C)SCCNC(=O)Nc1ccccc1	101	102	3	1	102	0.7	0	0	1	9	30
O=C(COC(=O)CCc1nc2ccccc2s1)NC(=O)NCc1ccco1	97	101	-2	-4	102	-1.2	0	-7	-6	14	4
CCOc1ccccc1NC(=O)N1CCCC1C(=O)Nc1ccc(-n2cnnn2)c(C)c1 (stereo not given)	100	99	-6	-5	101	0.7	-9	-6	-4	22	5
O=C(COc1cccc2cccnc12)N/N=C1\SCC(=O)N1Cc1ccco1	96	92	4	9	93	0.4	3	5	3	20	1
CCOC(=O)c1sc(NC(=O)COC(=O)CNC(=O)C2CCCCC2)c(C(=O)OCC)c1C	104	95	-10	-7	101	2.3	-11	-18	-4	10	14
CC1CCCCC1NC(=O)CN1CCC(O)(c2ccc(F)cc2)CC1 (stereo not given)	100	101	-9	-7	102	0.6	-7	-13	2	39	7
CCN(CC)C(=O)C1CC(=O)OC12CCCCC2 (stereo not given)	.	.	-4	-11	.	0.1	-8	0	-5	18	1
Cc1cccc(N2CCN(C(=O)Cn3ccc4ccccc4c3=O)CC2)c1C	102	96	-8	-7	104	1.4	-8	-13	-1	24	1
CCCCN(C)C(=O)C1CCC(=O)N(c2cc(OC)c(OC)c(OC)c2)C1c1ccc(OC)cc1 (stereo not given)	103	102	-3	-7	101	-0.2	-2	-15	1	20	-1
COc1cccc(CN2CCN(C(=O)Nc3ccc([N+](=O)[O-])cc3)CC2)c1	107	107	-5	-1	106	2.1	0	-3	-3	20	16
CCCCSc1nnc2c(n1)[nH]c1ccccc12	98	95	0	1	106	-0.1	0	-2	0	13	2
O=C(NCCC1=CCCCC1)Nc1ccc2nsnc2c1	105	104	-7	0	99	-2.8	0	-1	0	12	23
OCCN1CCN(C(c2cccs2)c2ccc3cccnc3c2O)CC1 (stereo not given)	91	92	-4	-1	94	.	-3	0	2	15	.
O=[N+]([O-])c1ccc(O)c(/C=N/n2cnc3ccccc32)c1	97	101	-5	-4	101	-1.0	-8	-9	-8	12	-4
CC(=O)CCN1CCOCC1	91	95	1	-4	100	1.1	-2	-1	-1	6	2
CCCOc1ccc(/C=N/NC(=O)C2CCCN2S(=O)(=O)c2ccc(Cl)cc2)cc1 (stereo not given)	100	101	2	1	101	4.6	3	0	0	34	13
CC(=O)c1c(N2CCC(C(N)=O)CC2)nc(=S)n(-c2ccccc2)c1C	109	109	0	-3	113	-0.1	0	1	0	23	0
COc1ccc(CCN(Cc2ccc(C(C)C)cc2)S(=O)(=O)c2ccc(S(=O)(=O)N(C)C)cc2)cc1OC	97	96	-2	-1	99	1.2	-3	-2	-2	8	10
CCn1c(SCC(=O)Nc2ccc3c(c2)OCO3)nc2c1c(=O)n(C)c(=O)n2C	100	102	2	1	111	0.7	0	0	1	20	3
CCOC(=O)c1cc(CC)sc1NC(=O)c1ccc([N+](=O)[O-])c(N2CCOCC2)c1	99	97	-4	0	97	-0.6	-1	4	0	16	-1
O=C(c1cccc(Br)c1)N1CCN(C(=O)c2cccc(Br)c2)CC1	102	105	-1	0	109	1.5	-5	2	0	18	-9
COC(=O)C1=C(NC(=O)COc2ccc3ccccc3c2)CCS1	103	101	-1	-4	103	0.8	-5	-3	-2	11	28
CCn1c(CNC(=O)c2ccccc2F)nnc1SCCOc1ccccc1	99	98	-4	0	100	2.0	-3	-9	0	12	21
CCN(CC)c1c([N+](=O)[O-])c(=O)oc2ccccc12	99	103	-4	-2	101	0.5	-3	-1	-1	13	3
COc1ccc(O[C@H]2C=C[C@@H](c3ccccc3)O[C@@H]2CO/N=C(\C)CCC(=O)OC[C@H]2O[C@H](c3ccccc3)C=C[C@@H]2Oc2ccc(OC)cc2)cc1	102	101	-1	1	103	1.8	-5	1	-2	22	0
CC(C)c1cccc(O)c(=O)c1	97	95	0	0	98	0.7	0	0	1	14	0
CCCCS(=O)CC(CS(=O)CCCC)OC(=O)c1ccc(C)cc1 (stereo not given)	97	95	-8	-10	99	0.2	-4	-11	2	40	0
COc1ccc(C2C(C(C)=O)=C(O)C(=O)N2CCO)c(OC)c1 (stereo not given)	87	93	0	-1	85	0.2	9	-4	-2	33	0
COc1cc(/C=N/NC(=O)Nc2ccccc2)ccc1OC(C)=O	101	101	-6	-3	101	0.0	-4	-1	-3	6	-2
CCCn1cc(SCC(=O)NCC2CCCO2)c2ccccc21 (stereo not given)	101	99	-8	-7	100	0.2	-4	-8	1	27	1

11 successive entries from above:
SMILES	RGS7-Gao reg	RGS4-Gao reg	Bcl-B Bim block	Bcl-2 Bim block	RGS8-Gao	ABCB1 inh	Bim-Bcl-XL	Bim-Bfl-1	Bim-Bcl-W	GSH bead fluor	ABCG2 inh
CCOC(=O)c1cc(CC)sc1NC(=O)c1ccc([N+](=O)[O-])c(N2CCOCC2)c1	99	97	-4	0	97	-0.6	-1	4	0	16	-1
O=C(c1cccc(Br)c1)N1CCN(C(=O)c2cccc(Br)c2)CC1	102	105	-1	0	109	1.5	-5	2	0	18	-9
COC(=O)C1=C(NC(=O)COc2ccc3ccccc3c2)CCS1	103	101	-1	-4	103	0.8	-5	-3	-2	11	28
CCn1c(CNC(=O)c2ccccc2F)nnc1SCCOc1ccccc1	99	98	-4	0	100	2.0	-3	-9	0	12	21
CCN(CC)c1c([N+](=O)[O-])c(=O)oc2ccccc12	99	103	-4	-2	101	0.5	-3	-1	-1	13	3
COc1ccc(O[C@H]2C=C[C@@H](c3ccccc3)O[C@@H]2CO/N=C(\C)CCC(=O)OC[C@H]2O[C@H](c3ccccc3)C=C[C@@H]2Oc2ccc(OC)cc2)cc1	102	101	-1	1	103	1.8	-5	1	-2	22	0
CC(C)c1cccc(O)c(=O)c1	97	95	0	0	98	0.7	0	0	1	14	0
CCCCS(=O)CC(CS(=O)CCCC)OC(=O)c1ccc(C)cc1 (stereo not given)	97	95	-8	-10	99	0.2	-4	-11	2	40	0
COc1ccc(C2C(C(C)=O)=C(O)C(=O)N2CCO)c(OC)c1 (stereo not given)	87	93	0	-1	85	0.2	9	-4	-2	33	0
COc1cc(/C=N/NC(=O)Nc2ccccc2)ccc1OC(C)=O	101	101	-6	-3	101	0.0	-4	-1	-3	6	-2
CCCn1cc(SCC(=O)NCC2CCCO2)c2ccccc21 (stereo not given)	101	99	-8	-7	100	0.2	-4	-8	1	27	1
